ABHD5-PLIN5 inh = ABHD5-PLIN5 protein interaction inhibition | Split G. princeps luciferase complementation, luminescence, 4 h | inhibition, % at 4 µM | 360,000 compounds, 0.78% hits | AID 602281;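 active = inhibition above the mean inhibition across every tested compound plus 3 SD, cut at about 22% in these data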;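 also: 0% = DMSO only wells and the 100% control is not disclosed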
hiPSC survival = increases survival of single human iPS cells; AID 602274; hiPSC single-cell survival, ATPlite luminescence; 100% = ROCK inhibitor wells, 0% = DMSO; 360,000 compounds, 0.044% hits; survival enhancement, % at 20 µM; in the data active = survival enhancement above about 18%;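 also: cells exposed to compounds for 16 hours before the ATP read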
N-glyco inh = blocks N-linked glycosylation in D54 reporter cells; D54 ERlucT glycosylation luciferase reporter, 24 h; percent of 100 nM tunicamycin response; reporter increase, % at 12.5 µM; 360,000 compounds, 0.23% hits;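 active = mean luciferase reporter signal, scaled so untreated is 0 and the glycosylation-blocking control 100, at or above a set limit in every replicate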;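 also: luciferase carries N-glycosylation sites so blocking glycosylation raises the light; 0% = median of neutral control wells and 100% = median of 100 nM tunicamycin wells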
H9c2 protect = modulators protecting cardiomyocytes from myocardial damage. H9c2 cardiomyocytes, H2O2 injury protection, ATPLite, 2 h. protection from H2O2 cell death, % at 20 µM. 360,000 compounds, 0.63% hits;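 active = compounds giving at least 50% protection of heart cells from peroxide-induced death in the single-dose screen, raw or plate-pattern-corrected value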;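 also: 0% = DMSO wells with peroxide and 100% = DMSO wells without peroxide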
m5-HT2A agonist = agonists of mouse serotonin 5-HT2A receptor (HTR2A) | CHO-K1 mHTR2A beta-arrestin complementation, luminescence; percent of 30 µM serotonin response | activation, % at 7.6 µM | 360,000 compounds, 0.66% hits;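 active = activation above a run cutoff, the mean activation of all tested compounds plus 3 SD, cut at about 14% in these data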;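 also: 0% = plate median of compound wells and 100% = 30 µM serotonin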
Target sequence (P35363 whole entry, looked up): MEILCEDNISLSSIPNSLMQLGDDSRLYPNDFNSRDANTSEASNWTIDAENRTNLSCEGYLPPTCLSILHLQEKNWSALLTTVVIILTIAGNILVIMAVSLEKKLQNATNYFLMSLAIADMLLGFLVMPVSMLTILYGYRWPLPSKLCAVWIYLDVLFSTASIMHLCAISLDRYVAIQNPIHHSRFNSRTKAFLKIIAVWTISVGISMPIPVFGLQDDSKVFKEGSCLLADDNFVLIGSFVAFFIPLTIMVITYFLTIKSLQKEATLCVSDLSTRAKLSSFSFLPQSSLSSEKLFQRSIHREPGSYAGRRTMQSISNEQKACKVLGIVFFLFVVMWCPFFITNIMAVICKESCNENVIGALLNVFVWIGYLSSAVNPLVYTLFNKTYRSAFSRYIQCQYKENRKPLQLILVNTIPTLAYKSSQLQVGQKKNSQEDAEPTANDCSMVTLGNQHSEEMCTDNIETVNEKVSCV
MC4R antag cAMP = blocks human MC4R cAMP signaling; inhibition, % at 6.5 µM; P32245; MC4R-expressing cells, MTII-stimulated cAMP, LANCE TR-FRET; 360,000 compounds, 0.48% hits; AID 540295;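 active = inhibition above its plate's cutoff, the mean of tested wells on that plate plus 3 SD, cut at about 29% in these data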;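 also: 0% = Melanotan II alone and 100% = Melanotan II plus saturating MCL0020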
Target sequence (P32245 whole entry, looked up): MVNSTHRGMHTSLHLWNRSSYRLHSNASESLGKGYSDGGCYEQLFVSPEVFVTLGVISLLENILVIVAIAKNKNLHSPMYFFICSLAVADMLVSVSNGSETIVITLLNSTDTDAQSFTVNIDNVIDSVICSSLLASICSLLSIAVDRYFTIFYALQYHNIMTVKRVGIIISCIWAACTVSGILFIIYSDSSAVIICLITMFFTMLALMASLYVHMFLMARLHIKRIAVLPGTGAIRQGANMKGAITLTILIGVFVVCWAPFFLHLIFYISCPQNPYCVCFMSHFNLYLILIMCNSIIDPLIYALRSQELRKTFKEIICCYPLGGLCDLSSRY
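material = U2OS cells stably expressing human melanocortin 4 receptor (MC4R) | also added = Melanotan II challenge | dosing = single nominal compound dose of 6.5 µM | detection = TR-FRET with Eu-cAMP and labeled anti-cAMP, 671 nm | replication = singlicate | timing = compound 30 min, challenge 1 h, detection 1 h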
MC4R ag barr = activates human MC4R beta-arrestin recruitment. 360,000 compounds, 0.98% hits. U2OS MC4R beta-arrestin complementation, luminescence; percent of melanotan II response, DMSO zero. AID 540308. activation, % at 8.9 µM;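 active = activation above a per-plate cutoff, the mean activation of sample wells on that plate plus 3 SD, cut at about 8% in these data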
aDG glyco act = increases alpha dystroglycan glycosylation; Pro5-aDG cells, alpha-DG glycosylation AlphaScreen (IIH6); 0% Pro5, 100% B10-LARGE cell signal; activation, % at 10 µM; 360,000 compounds, 0.22% hits;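 active = activation of at least 8% versus controls, or a plate z-score of at least 8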;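 also: Pro5 are CHO cells carrying HIG-tagged alpha-DG that lacks glycosylation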
ABCB6 inh 2 = blocks the human ABCB6 transporter; K562-ABCB6 porphyrin accumulation, flow cytometry, 1 h; hits give low values; AID 602162; fluorescence ratio to DMSO, % at 10 µM; Q9NP58; 360,000 compounds, 0.19% hits;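 active = fluorescence ratio to DMSO below 75%, the collection mean minus 3 SD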;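 also: signal is porphyrin accumulated inside mitochondria; 100% equals median channel fluorescence of DMSO control wells; lower ratio means ABCB6 inhibition with less porphyrin fluorescence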
Granule exo inh = lytic granule exocytosis inhibition; TALL-104 LAMP-1 surface exposure, flow cytometry; cells stimulated with thapsigargin and PMA; inhibition, % at 10 µM; 360,000 compounds, 0.66% hits; AID 651702;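 active = inhibition above about 55%, limit read from the data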
Active calls of the source: *; · = no result given.

Second line of a record: ABHD5-PLIN5 inh | hiPSC survival | N-glyco inh | H9c2 protect | m5-HT2A agonist | MC4R antag cAMP | MC4R ag barr | aDG glyco act | ABCB6 inh 2 | Granule exo inh
Cc1ccccc1NC(=O)CNC(=O)N1CC(=O)Nc2ccccc21
    4 | -2.0 | 4 | 14 | -3 | 12 | 0.6 | -0.2 | 101 | -3
Cc1ccc(CNC2=NCCCCC2)n1C
    6 | -0.5 | 1 | 2 | -3 | -3 | 0.9 | 0.1 | 95 | -2
O=C1c2ccccc2C(=O)N1CC(=O)N1c2ccccc2Sc2ccc(C(F)(F)F)cc21
    4 | 0.4 | 3 | 0 | 0 | 6 | -0.3 | 0.2 | 95 | -3
CCc1ccc(-c2cc(C)no2)cc1S(=O)(=O)N1CCN(C(=O)c2ccco2)CC1
    6 | -0.1 | -1 | 3 | 5 | 2 | -1.2 | 2.3 | 96 | 6
CCOc1ccc(NC(=O)CNC(=O)c2ccc(OC)c(OC)c2)cc1
    1 | 0.1 | 3 | -8 | 3 | -2 | 0.5 | -0.1 | 92 | 2
COc1cc(CNC(=O)c2cnccn2)cc(OC)c1
    0 | 0.1 | -14 | 3 | 3 | 4 | -0.8 | 0.4 | 104 | 4
CCCCNC(=O)c1nc(C2CCN(S(=O)(=O)c3ccccc3C(F)(F)F)CC2)oc1-c1ccccc1
    -2 | 0.8 | -3 | 4 | -3 | · | · | 2.0 | 104 | -5
O=C(Cc1ccc(-c2ccccc2)cc1)OCC(=O)N1CCCC1=O
    7 | -0.2 | -1 | -3 | 5 | 6 | -1.0 | -0.1 | 96 | -3
CSc1ccc(/C=N/S(=O)(=O)c2ccccc2)cc1
    -1 | -0.5 | 1 | -2 | -1 | 7 | -0.9 | 0.0 | 101 | -15
Cc1ccc(-n2c(-c3ccccc3)n[nH]c2=S)c(C)c1
    2 | 0.1 | 0 | 2 | 2 | 15 | -1.2 | 0.1 | 98 | -8

4 compounds out of the list above, arranged by their value in MC4R ag barr, falling:
SMILES | MC4R ag barr
Cc1ccccc1NC(=O)CNC(=O)N1CC(=O)Nc2ccccc21 | 0.6
COc1cc(CNC(=O)c2cnccn2)cc(OC)c1 | -0.8
O=C(Cc1ccc(-c2ccccc2)cc1)OCC(=O)N1CCCC1=O | -1.0
CCc1ccc(-c2cc(C)no2)cc1S(=O)(=O)N1CCN(C(=O)c2ccco2)CC1 | -1.2

Later entries.
Second line of a record: ABHD5-PLIN5 inh | hiPSC survival | N-glyco inh | H9c2 protect | m5-HT2A agonist | MC4R antag cAMP | MC4R ag barr | aDG glyco act | ABCB6 inh 2 | Granule exo inh
O=C(Nc1ccc2c(c1)OCO2)Nc1ccccc1F
    5 | -0.4 | -8 | -12 | 7 | 5 | -4.0 | 0.0 | 102 | 0
CNC(=O)COc1ncnc2sc(C)c(C)c12
    -1 | 1.0 | 2 | 9 | -1 | 1 | -4.4 | -0.2 | 110 | 0
CC(C)(C)c1cc2nc3c(c(=O)n2[nH]1)CN(Cc1ccccc1)C3=O
    -8 | 0.6 | 1 | -1 | 3 | -3 | -1.6 | 0.0 | 100 | 9
O=[N+]([O-])c1cccc(C(=S)N2CCN(c3ccccc3)CC2)c1
    -4 | -1.9 | -1 | -10 | -2 | -2 | -1.2 | -0.1 | 100 | 0
O=C(Nc1cc(S(=O)(=O)N2CCCC2)ccc1Cl)C1=COCCO1
    1 | -1.2 | -1 | -2 | 0 | 1 | -2.0 | -0.1 | 101 | 2
Cc1ccc(F)cc1C(=O)N1CCCCC1c1cc(C(=O)Nc2ccc(F)c(Cl)c2)no1 (stereo not drawn)
    -15 | 2.8 | -2 | 4 | -4 | 3 | -1.1 | 0.0 | 98 | 2
CCOc1cccc(NC(=O)C2CC(=O)N(C)C2)c1 (stereo not drawn)
    8 | -0.2 | 1 | 3 | 2 | -2 | 0.4 | 0.0 | 95 | 1
COc1ccc(/C=C/C(=O)NC(=S)Nc2ccc(Br)cn2)cc1
    2 | -0.5 | 1 | -2 | 0 | 8 | 0.2 | -0.2 | 90 | 3
CCOCCCN(CCC#N)C(=O)C1CCN(S(=O)(=O)c2ccc(-n3cnnn3)cc2)CC1
    5 | -0.4 | 0 | -1 | 2 | -4 | -1.8 | -0.1 | 98 | -1
Cc1ccc(-c2cc(C(=O)N3CCN(c4ccccc4O)CC3)c3ccccc3n2)cc1
    2 | -0.5 | -4 | -2 | 11 | -1 | 0.8 | -0.5 | 91 | -3
COc1cc(-c2nnc(-c3ccc(S(=O)(=O)c4ccccc4)cc3)o2)cc(OC)c1OC
    -2 | -0.1 | -2 | 16 | 6 | 9 | 0.6 | -0.2 | 95 | 0
O=c1oc2cc(OCc3nn[nH]n3)ccc2c2c1CCCC2
    -3 | -2.0 | 2 | 4 | 4 | 2 | -0.8 | -0.2 | 100 | 1
O=C(C[n+]1cc(-c2ccc(Cl)c(Cl)c2)n2c1CCC2)OCc1ccccc1
    5 | 3.6 | 3 | -1 | -3 | 13 | -1.4 | -0.2 | 99 | 2
CCc1nnc(NC(=O)C2CCCN2S(=O)(=O)c2ccc(C)cc2)s1 (stereo not drawn)
    -1 | -2.3 | -1 | -6 | 2 | 2 | -2.7 | 0.4 | 99 | 2
Nn1cnc2scc(-c3cccs3)c2c1=O
    1 | 0.8 | 3 | 0 | -3 | 2 | -1.0 | -0.4 | 92 | -7
CCCCn1c(N)c(N(CCOC)C(=O)COC(=O)CCOc2ccccc2)c(=O)[nH]c1=O
    -3 | -0.4 | 1 | 0 | 5 | -1 | 0.8 | 0.1 | 100 | -2
CC(=O)N/C(=C/c1ccc2c(c1)OCO2)C(=O)NCC(=O)O
    -2 | -0.6 | 5 | -1 | -3 | 0 | -1.6 | -0.1 | 105 | 1
CC(C)COCC(O)CC(Cc1ccccc1)C(=O)NN (stereo not drawn)
    1 | -0.1 | 0 | -3 | -1 | 3 | 2.6 | -0.1 | 94 | -2
O=C(COc1ccc(-n2cnnn2)cc1)NCCc1ccc(F)cc1
    -8 | 5.9 | -1 | 4 | 5 | 20 | 2.0 | 0.0 | 109 | 2
C[C@@H]1CCCCO[C@@H](CN(C)S(=O)(=O)c2ccc(F)cc2)[C@@H](C)CN([C@H](C)CO)C(=O)c2cc(NC(=O)c3ccccc3)ccc2O1
    -1 | -2.7 | 4 | -6 | 3 | 22 | 0.6 | 1.0 | 106 | -2

Quoted at random: four compounds from above, in no set order.
Second line of a record: ABHD5-PLIN5 inh | hiPSC survival | N-glyco inh | H9c2 protect | m5-HT2A agonist | MC4R antag cAMP | MC4R ag barr | aDG glyco act | ABCB6 inh 2 | Granule exo inh
CC(C)(C)c1cc2nc3c(c(=O)n2[nH]1)CN(Cc1ccccc1)C3=O
    -8 | 0.6 | 1 | -1 | 3 | -3 | -1.6 | 0.0 | 100 | 9
CCc1nnc(NC(=O)C2CCCN2S(=O)(=O)c2ccc(C)cc2)s1 (stereo not drawn)
    -1 | -2.3 | -1 | -6 | 2 | 2 | -2.7 | 0.4 | 99 | 2
CC(=O)N/C(=C/c1ccc2c(c1)OCO2)C(=O)NCC(=O)O
    -2 | -0.6 | 5 | -1 | -3 | 0 | -1.6 | -0.1 | 105 | 1
Nn1cnc2scc(-c3cccs3)c2c1=O
    1 | 0.8 | 3 | 0 | -3 | 2 | -1.0 | -0.4 | 92 | -7

The listing continues.
Second line of a record: ABHD5-PLIN5 inh | hiPSC survival | N-glyco inh | H9c2 protect | m5-HT2A agonist | MC4R antag cAMP | MC4R ag barr | aDG glyco act | ABCB6 inh 2 | Granule exo inh
COc1cc(NC(=O)CS(=O)(=O)c2ccccc2)cc(OC)c1OC
    -2 | 2.4 | 1 | 14 | -6 | 3 | -0.9 | -0.1 | 100 | 2
COc1ccccc1NC(=O)C1CCCCC1
    1 | 5.6 | 0 | -3 | 4 | 1 | -2.5 | -0.3 | 92 | -1
Cc1ccc(CCNC(=O)c2cc(-c3ccncc3)nc3ccc(S(=O)(=O)N4CCOCC4)cc23)cc1
    4 | 0.5 | -1 | -1 | 2 | -2 | 0.2 | 0.3 | 103 | -3
Cc1cc(C)nc(SCC(=O)O)n1
    -8 | 1.4 | 1 | 16 | -3 | -6 | -1.9 | 0.0 | 104 | -1
CCCCCCN1CC(=O)N2Cc3[nH]c4ccccc4c3C[C@H]2C1=O
    -7 | 0.4 | 5 | -6 | 3 | -4 | 3.3 | 0.0 | 98 | 3
COc1ccc(Cl)cc1S(=O)(=O)NC(C)C(=O)NCc1cccnc1 (stereo not drawn)
    9 | -0.4 | -1 | -2 | 3 | 12 | -0.4 | 0.2 | 96 | -8
CCCN1C(=O)COc2ccc(C(=O)c3ccccc3C(=O)O)cc21
    2 | 0.7 | 1 | 2 | 4 | 0 | -0.8 | 0.5 | 93 | -1
COCC(C)NC(=O)CSc1nc2cc(S(=O)(=O)N3CCCCC3)ccc2o1 (stereo not drawn)
    -8 | -0.5 | -1 | -4 | 1 | 3 | -0.4 | -0.4 | 98 | -5
COc1ccc(/C=C2/SC(=S)N(CCCC(=O)Nc3ccc(O)cc3)C2=O)cc1
    2 | -0.3 | -2 | -6 | -1 | 5 | 12* | 0.5 | 99 | 26
COc1ccc(CCN=C(N)NS(=O)(=O)c2cccs2)cc1OC
    0 | 0.6 | 0 | -8 | 7 | 7 | -1.3 | 1.1 | 96 | 21

Part of the list above, as a markdown table:
| mol | ABHD5-PLIN5 inh | hiPSC survival | N-glyco inh | H9c2 protect | m5-HT2A agonist | MC4R antag cAMP | MC4R ag barr | aDG glyco act | ABCB6 inh 2 | Granule exo inh |
| --- | --- | --- | --- | --- | --- | --- | --- | --- | --- | --- |
| CCCN1C(=O)COc2ccc(C(=O)c3ccccc3C(=O)O)cc21 | 2 | 0.7 | 1 | 2 | 4 | 0 | -0.8 | 0.5 | 93 | -1 |
| COCC(C)NC(=O)CSc1nc2cc(S(=O)(=O)N3CCCCC3)ccc2o1 (stereo not drawn) | -8 | -0.5 | -1 | -4 | 1 | 3 | -0.4 | -0.4 | 98 | -5 |

Carrying on:
Second line of a record: ABHD5-PLIN5 inh | hiPSC survival | N-glyco inh | H9c2 protect | m5-HT2A agonist | MC4R antag cAMP | MC4R ag barr | aDG glyco act | ABCB6 inh 2 | Granule exo inh
Nc1nc[nH]c(=O)c1N=Cc1ccccc1
    0 | 1.3 | -1 | 2 | -2 | 4 | -1.4 | 0.8 | 105 | -2
Cc1ccccc1NC(=O)NCCCN1CCN(c2ccccc2)CC1
    4 | -2.0 | -1 | 6 | 10 | 4 | -0.6 | -0.1 | 101 | 4
Cc1ccc(S(=O)(=O)N2CCCCC2)cc1NC(=O)COC(=O)Cc1cccc2ccccc12
    2 | -0.5 | -1 | -13 | -1 | 8 | -2.1 | -0.2 | 102 | 0
Cc1cccn2cc(CCNS(=O)(=O)c3cccs3)nc12
    -3 | 0.5 | -1 | 4 | 0 | -1 | 1.6 | -0.1 | 101 | -3

Assay outcomes from PubChem BioAssay.
